# Assay outcomes from PubChem BioAssay.
# KCC2 mod = KCC2 (human) Cl- transport modulation; KCC2 cells, thallium flux FluoZin-2 fluorescence; B-score of Tl+ flux slope (higher = more flux/activation; lower = inhibition) at 10 µM; Q9H2X9; AID 1456; 190,000 compounds, 2.2% hits;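 active = thallium flux slope and its plate-corrected score both differing from the plate sample mean at a set confidence after two filtering rounds, in either direction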;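 note: slope of fluorescence scaled to starting intensity during 10 to 20 s after thallium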
# eIF4E-4G inh = inhibitors of eIF4E and eIF4G interaction in translation initiation; P63073+Q04637; TR-FRET eIF4E-eIF4GI(517-606) binding, 2 h; inhibition, % at 21.7 µM; 220,000 compounds, 0.37% hits; AID 782;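 active = inhibition above about 30%, limit read from the data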;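 note: 0% = full FRET control wells and 100% = background wells lacking eIF4GI fragment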
# Rad51 HR inh = blocks human Rad51 in homologous recombination; AID 1385; inhibition, % at 10 µM; hRad51 DNA strand exchange, fluorescence dequenching; Q06609; 200,000 compounds, 0.085% hits;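 active = inhibition above 40% at the single screening dose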;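 note: 0% = DMSO control wells and 100% = blanks with heterologous ssDNA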
# Target sequence (Q06609 whole entry, looked up): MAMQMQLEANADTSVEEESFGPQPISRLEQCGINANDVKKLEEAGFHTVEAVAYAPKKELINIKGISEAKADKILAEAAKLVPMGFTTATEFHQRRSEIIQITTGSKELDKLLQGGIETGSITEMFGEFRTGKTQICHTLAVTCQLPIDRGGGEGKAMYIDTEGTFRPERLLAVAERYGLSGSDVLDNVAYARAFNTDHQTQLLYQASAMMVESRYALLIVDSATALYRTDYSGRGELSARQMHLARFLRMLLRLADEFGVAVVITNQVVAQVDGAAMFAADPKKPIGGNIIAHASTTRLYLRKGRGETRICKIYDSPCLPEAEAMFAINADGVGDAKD
#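 material = hRad51 filaments on single-stranded DNA | timing = filaments 15 min 37 °C, then compound 30 min | signal = FRET fluorescence dequenching, excitation 485 nm, emission 520 nm | benchmarks = control wells and blank wells on each plate | evaluation = percent inhibition relative to plate controls and blanks | compound = 10 µM final, single point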
# EBV gp42 inh = EBV gp42 inhibition; inhibition, % (tested at 21.74 µM); Q1HVG2; Fluorescence polarization binding assay, mP read-out; AID 1085; 220,000 compounds, 0.42% hits; in the data active = inhibition above about 50%
# TNF necrop inh = TNF-alpha cell death inhibition in Jurkat FADD-/- cells; Jurkat FADD-/- TNF necroptosis rescue, ATP luminescence, 24 h; 0 = TNF only, 100 = no-TNF cells; activation (protection from cell death), % at 10 µM; 220,000 compounds, 0.068% hits; AID 463075;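 active = activation, meaning protection from cell death, of at least 50% relative to plate controls; inactive = activation below 50%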;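 note: necroptosis triggered by 40 ng/mL TNF-alpha added together with compound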
# Calpain2 inh = calpain II (pig) inhibition | 220,000 compounds, 0.37% hits | AID 1236 | inhibition, % at 16 µM | purified calpain II, fluorogenic peptide substrate, 30 min;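 active = inhibition above about 50%, limit read from the data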
# zVAD death inh = blocks zVAD induced death of L929 cells; L929 zVAD necroptosis rescue, ATP luminescence, 24 h; with zVAD 60 µM; viability rescue, % at 10 µM; 220,000 compounds, 0.38% hits; AID 1377;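 active = activation, scaled between plate controls, above about 75%, limit read from the data; inactive = activation under that limit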;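 note: 0% = zVAD with DMSO and 100% = DMSO alone without zVAD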
# PERK inhibitor = blocks human PERK kinase. CHO PERK-DD fusion, SEAP luminescence translation reporter. inhibition, % at 5.6 µM. Q9NZJ5. 220,000 compounds, 0.17% hits;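 active = inhibition above the mean inhibition of all tested compounds plus 3 SD, set separately per screening campaign, cut at about 2.9% in these data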;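 note: PERK kinase domain activated by AP20187 dimerizer at 100 nM; 0% = DMSO with dimerizer and 100% = rapamycin at 8.4 µM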
# Mdm2 ligase inh = Mdm2 E3 ligase (human) inhibition; AID 1230; Q00987; 210,000 compounds, 0.11% hits; signal enhancement, % at 5 µM; cell-based MDM2 ubiquitination luciferase reporter, 2 h; 0 = plate control, 100 = twice control, blank-subtracted;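 active = signal enhancement of 30% or more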;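 note: luminescence tracks abundance of the self-degrading MDM2-luciferase fusion protein; higher signal means inhibition of MDM2 E3 ligase activity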
# Target sequence (Q00987 whole entry, looked up, the tested form may be a part): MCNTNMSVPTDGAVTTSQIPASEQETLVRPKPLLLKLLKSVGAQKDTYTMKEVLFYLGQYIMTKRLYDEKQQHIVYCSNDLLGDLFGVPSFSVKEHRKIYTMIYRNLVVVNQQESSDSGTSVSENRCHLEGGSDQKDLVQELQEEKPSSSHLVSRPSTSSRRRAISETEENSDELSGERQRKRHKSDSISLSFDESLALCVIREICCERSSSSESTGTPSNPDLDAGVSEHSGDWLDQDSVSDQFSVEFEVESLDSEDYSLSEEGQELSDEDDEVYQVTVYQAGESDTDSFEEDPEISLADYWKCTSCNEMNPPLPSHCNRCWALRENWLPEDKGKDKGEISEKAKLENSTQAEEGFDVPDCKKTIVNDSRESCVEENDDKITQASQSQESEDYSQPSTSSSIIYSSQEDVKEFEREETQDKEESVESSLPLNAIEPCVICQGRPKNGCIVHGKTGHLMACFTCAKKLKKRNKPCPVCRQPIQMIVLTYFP
#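 Test system: mammalian cells stably expressing self-ubiquitinating, self-degrading MDM2 E3–luciferase fusion; Amount: 2000 cells in each well; Medium: DMEM; Schedule: 4 h settle plus 2 h compound, 37 °C; Technique: SteadyLite luciferase luminescence after 15 min room-temperature reagent incubation; Benchmarks: plate control and blank wells.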
# Numbers without * were called inactive; i = inactive; · = not tested or not shown; [ ] = remark or other dose. Random draw from the library; any-hit rate near 3.6%.
# Sample of the layout (three entries):
SMILES,KCC2 mod,eIF4E-4G inh,Rad51 HR inh,EBV gp42 inh,TNF necrop inh,Calpain2 inh,zVAD death inh,PERK inhibitor,Mdm2 ligase inh
COCCn1nnnc1C(c1ccccn1)N1CCN(c2cccc(C)c2C)CC1 (configuration not stated),0.259,0.0,-2.3,-6.5,-1.2,14.3,-0.7,-0.4,-4.2
COC(=O)Cn1cc(C(=O)c2ccco2)c2ccccc21,-0.0131,4.6[fluorescence artefact?],-5.6,-23.0,0.3,8.6,0.6,-0.4,-6.8
CN(C)S(=O)(=O)N1CCN(C(=O)c2ccccc2Cl)CC1,1.01,0.5,1.8,8.3,0.4,-5.1,0.7,-0.9,-10.8

# This part in full (from the top)
SMILES,KCC2 mod,eIF4E-4G inh,Rad51 HR inh,EBV gp42 inh,TNF necrop inh,Calpain2 inh,zVAD death inh,PERK inhibitor,Mdm2 ligase inh
COCCn1nnnc1C(c1ccccn1)N1CCN(c2cccc(C)c2C)CC1 (configuration not stated),0.259,0.0,-2.3,-6.5,-1.2,14.3,-0.7,-0.4,-4.2
COC(=O)Cn1cc(C(=O)c2ccco2)c2ccccc21,-0.0131,4.6[fluorescence artefact?],-5.6,-23.0,0.3,8.6,0.6,-0.4,-6.8
CN(C)S(=O)(=O)N1CCN(C(=O)c2ccccc2Cl)CC1,1.01,0.5,1.8,8.3,0.4,-5.1,0.7,-0.9,-10.8
CCc1nnc(NC(=O)C2CCCCC2)s1,0.281,25.2,-3.1,-7.9,-1.0,-19.6,-0.5,-0.4,-11.5
COc1ccccc1C(=O)N1CCN(CCc2ccccc2)CC1,0.533,4.1,-1.4,-10.6,-0.7,14.3,0.2,-0.7,0.8
ONC(=Nc1ccc(Cl)cc1)c1ccccc1Cl,-0.381,4.7,1.6,-11.0,-0.5,-40.1,0.1,0.3,-89.1
Cn1cc(CNCCCn2ncc3ccccc32)c(-c2ccccc2F)n1,0.318,0.8,·,3.2,1.6,27.3,-1.0,0.1,-22.6
CCN(C(=O)CN1CCN(S(=O)(=O)c2ccccc2C(F)(F)F)CC1)c1c(N)n(Cc2ccccc2)c(=O)[nH]c1=O,0.279,-3.5,·,-6.3,2.7,-11.1,0.7,1.2,-13.2
CN(CCC#N)C(=O)COC(=O)c1cc(Cl)cc(Cl)c1N,0.142,4.0,-1.9,-10.2,0.3,i,1.6,0.8,-7.9
COc1ccc(-c2cn3cc(Br)cnc3n2)cc1,-0.421,1.4,-20.2,-5.6,-4.2,-96.5,2.8,2.0,-2.8
CC1(C)Cc2c(c(=S)nc(-c3ccccc3)n2CCN2CCOCC2)CO1,·,2.1[fluorescence artefact?],2.3,8.7,-1.4,3.6,-0.5,-0.4,-8.6
O=C1c2ccccc2C(Nc2ccc(S(=O)(=O)N3CCCCCC3)cc2)N1Cc1ccco1 (configuration not stated),-5.47*,-3.0,1.9,4.2,4.9,-68.8,8.2,-1.0,-9.3
C=C(C)COc1ccc(-c2nc(N)ncc2Oc2ccccc2OCC)c(O)c1,1.71,-28.9,10.2,-8.2,0.1,-64.1,-0.3,-0.4,-5.7
COc1ccc2c(CC(=O)Nc3nc(C)cs3)coc2c1,-0.961,-2.3,26.1,-8.4,0.3,9.4,2.4,0.4,2.8
COc1ccc(NC(=O)CN2CCc3ccccc3C2)cc1S(=O)(=O)N1CCOCC1,-0.517,6.5,-2.8,-11.4,2.1,-4.1,0.3,-0.6,-9.2
CSc1ccc(/C=N/NC(=O)c2cc(O)cc(O)c2)cc1,0.1,-2.9,-5.2,-9.2,-1.1,-18.3,1.7,0.6,-8.2
CSc1nsc(SC)c1NC(=O)N1CCCCC1,0.835,3.2,-2.6,0.1,0.8,-8.4,-1.0,-0.2,-14.6
COCCCn1c(=N)c(C(=O)NCC2CCCO2)cc2c(=O)n3cccc(C)c3nc21 (configuration not stated),0.205,-2.1[fluorescence artefact?],-10.1,-12.7,0.9,-475.4,-1.4,-0.7,-16.4
CC(C)(C)c1ccc(C(=O)NNc2cc(Cl)cc(Cl)c2)cc1,-1.49,2.6,11.5,-12.8,-0.2,-6.5,0.3,0.2,-7.3
CC(=O)Nc1cc(NC(C)=O)cc(C(=O)OCC(=O)N2CC(C)OC(C)C2)c1 (configuration not stated),-0.308,5.6[fluorescence artefact?],-0.2,-13.7,-1.8,6.5,0.0,0.0,-1.2
COc1ccc(Cl)cc1NC(=O)Nc1ccc(Br)cn1,·,-1.2,5.0,3.1,-0.2,-24.8,0.9,0.6,-2.8
CC(=O)C1=C(O)C(=O)N(c2ccc(C)cc2)C1c1ccc([N+](=O)[O-])cc1 (configuration not stated),-0.0123,2.3,2.4,-9.4,-2.4,-7.3,1.5,1.2,4.3
C=CCn1c(C)cc(C(=O)CSc2nc3ccccc3o2)c1C,1.21,5.2,-6.5,4.5,-2.7,7.5,0.0,-0.8,-39.7
COc1ccccc1N1CCN(CC(O)COc2ccc3c(c2)CCC3)CC1 (configuration not stated),0.401,0.9,11.0,-3.3,0.0,-19.7,-0.2,-0.4,1.5
Cc1cc(C)nc(Nc2n[nH]c(COc3ccc(Cl)cc3)n2)n1,·,-13.9,5.2,-1.1,0.8,-4.9,2.0,0.1,-4.2
# The results go on:
SMILES,KCC2 mod,eIF4E-4G inh,Rad51 HR inh,EBV gp42 inh,TNF necrop inh,Calpain2 inh,zVAD death inh,PERK inhibitor,Mdm2 ligase inh
Cc1ccc(S(=O)(=O)NCC2CCC(C(=O)NCc3ccco3)CC2)cc1 (configuration not stated),0.218,0.7,·,-4.8,-1.6,-62.1,0.7,0.1,-4.7
O=C(Cn1nnc(-c2cccs2)n1)N1CCc2ccccc2C1,·,4.9,-5.2,-3.5,0.9,8.2,-0.2,-0.8,-7.2
Cc1ccccc1C(=O)c1cccn1CC(=O)NCCC1=CCCCC1,-0.826,-2.8,-13.1,-9.7,-0.7,14.9,0.7,1.1,-8.1
CCOC(=O)N1CCN(CC(=O)Nc2ccc(F)cc2)CC1,-0.579,-0.8,13.6,-3.7,2.2,-14.5,1.5,0.6,-9.9
COc1ccc(S(=O)(=O)NC(CC(=O)NCc2ccco2)c2ccco2)cc1 (configuration not stated),0.0118,2.8,0.1,-7.5,-2.1,4.8,0.1,0.9,-4.6
COCCN(CCOC)S(=O)(=O)c1ccc(C(=O)Nc2nnc(C3CC3)o2)cc1,1.48,-4.3,9.6,-16.9,0.4,-1.2,0.1,1.1,-18.5
CC(C)(O)CNC(=O)Nc1ccc(Cl)c(Cl)c1,0.207,0.5,14.9,-5.2,5.3,-12.1,0.8,-0.7,-8.1
Cc1ccc(CN2CC(C(=O)Nc3ccc4c(C)cc(=O)oc4c3)CC2=O)cc1 (configuration not stated),0.013,0.8,-4.1,-23.1,-3.7,-378.9,0.0,0.4,0.7
CC(=O)Nc1ccc(OS(=O)(=O)c2c(C)cc(C)cc2C)cc1,0.0535,6.0,-14.7,-3.5,-0.1,8.0,-0.3,2.3,-6.6
Cc1ccc(S(=O)(=O)N(C)Cc2ccc(-c3nnc4n3CCC4)cc2)cc1,-0.683,-7.4,0.4,-15.2,-3.2,-10.8,-0.4,-0.8,1.6
COc1ccc(C(=O)NNC(=O)c2cc3cccc(OC)c3oc2=O)cc1,·,-0.8,6.5,-10.3,-0.3,-36.4,1.2,2.5,-11.8
O=C(Nc1cc(C(F)(F)F)ccc1Cl)C(Sc1ccccn1)c1ccccc1 (configuration not stated),·,1.9,-5.3,-4.6,3.1,25.1,0.7,1.0,-7.9
CCOc1ccc(Cc2onc3c2C(=O)CC(C)(C)C3)cc1OCC,-0.855,-0.4,3.9,0.5,2.2,17.5,5.5,-0.6,0.4
O=C(Cc1ccccc1[N+](=O)[O-])N1CCN(c2ccc(F)cc2)CC1,-1.39,2.3,-8.4,-20.2,0.7,-4.5,0.0,1.1,-5.2
C/C(=N\OC(=O)Nc1ccc(Cl)cc1)c1ncc(C(F)(F)F)cc1N1CCOCC1,0.056,0.2,1.7,15.4,-2.0,-17.8,1.8,-0.2,-18.2
COc1cc(OC)c2c(-c3ccccc3)cc(=O)oc2c1C(CCN1CCCCC1)c1ccc2c(c1)OCO2 (configuration not stated),-0.866,1.6,-0.2,-20.1,-14.7,-32.8,3.1,·,4.5
COC(=O)c1ccc(NC(=O)C2CCCN(S(=O)(=O)c3cnc[nH]3)C2)cc1 (configuration not stated),-0.236,-0.9,6.1,-6.8,2.2,7.7,3.0,0.9,-34.0
O=C(Nc1ccc([N+](=O)[O-])cc1)c1ccccc1F,-0.214,-0.8,-17.0,-21.7,0.3,-8.1,5.5,-0.5,-2.8
Cc1cc2ccccc2nc1Br,-0.793,-17.9[fluorescence artefact?],14.7,-2.9,0.2,23.5,-0.7,0.1,2.1
CCC(=O)NCCc1nc2ccccc2n1Cc1ccc(C)cc1,-0.675,-7.1,1.9,-13.3,0.2,-9.0,0.0,-1.3,-10.5
O=C1NC(c2ccccc2)=CC(c2ccccc2)N1 (configuration not stated),-0.777,2.9,-0.1,-3.1,-0.6,4.4,3.0,0.8,-11.1
Cc1ccc(-c2nnc(-c3ccccc3S(=O)(=O)Cc3ccc(Cl)cc3)o2)cc1,·,4.6,3.8,-8.3,-5.7,-162.7,0.3,1.1,-24.9
OCCN(Cc1ccccc1)Cc1nc(CC2CC2)no1,1.23,1.3,·,-13.3,1.2,13.9,-0.4,0.6,-19.5

# Compound profiles, from the list above. Values in the order: KCC2 mod, eIF4E-4G inh, Rad51 HR inh, EBV gp42 inh, TNF necrop inh, Calpain2 inh, zVAD death inh, PERK inhibitor, Mdm2 ligase inh
# `COc1ccc(S(=O)(=O)NC(CC(=O)NCc2ccco2)c2ccco2)cc1` (configuration not stated) reads 0.0118, 2.8, 0.1, -7.5, -2.1, 4.8, 0.1, 0.9, -4.6
# `C=C(C)COc1ccc(-c2nc(N)ncc2Oc2ccccc2OCC)c(O)c1` reads 1.71, -28.9, 10.2, -8.2, 0.1, -64.1, -0.3, -0.4, -5.7
# `CCOC(=O)N1CCN(CC(=O)Nc2ccc(F)cc2)CC1` reads -0.579, -0.8, 13.6, -3.7, 2.2, -14.5, 1.5, 0.6, -9.9
# `Cc1cc(C)nc(Nc2n[nH]c(COc3ccc(Cl)cc3)n2)n1` reads ·, -13.9, 5.2, -1.1, 0.8, -4.9, 2.0, 0.1, -4.2
